SIAH1 antagonists: Siah-1 peptide-binding antagonists, primary screen, biochemical, fluorescence polarization, rhodamine-plectin, uHTS (AID 1817). E3 ubiquitin-protein ligase SIAH1 (Homo sapiens). Siah-1 / rhodamine-plectin peptide fluorescence polarization; higher % means a stronger effect. displacement, % at 20 µM; hits with a dose series show IC50 in µM. actives 0.02% (n = 290,000);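 active = displacement of at least 50% at 20 µM, with a fluorescence ratio check between 0.3 and a set limit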;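 note: plate controls were Siah plus tracer with DMSO for no effect and tracer alone without Siah for full effect; strong numbers were not always called active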
NTR1 ag: agonists of NTR1, primary screen, imaging, U2OS cells, beta-arrestin-GFP, high content (AID 493036); Neurotensin receptor type 1 (Homo sapiens), P30989; NTR1-U2OS beta-arrestin-GFP spot imaging, agonist mode; activation, % at 20 µM; actives 0.17% (n = 330,000);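 active = activation at or above 40% of the spot to cytoplasm intensity ratio, with at least 20 cells analyzed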;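 note: 0% = DMSO without peptide and 100% = 100 nM NTR1 peptide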
Target sequence (P30989 whole entry, looked up): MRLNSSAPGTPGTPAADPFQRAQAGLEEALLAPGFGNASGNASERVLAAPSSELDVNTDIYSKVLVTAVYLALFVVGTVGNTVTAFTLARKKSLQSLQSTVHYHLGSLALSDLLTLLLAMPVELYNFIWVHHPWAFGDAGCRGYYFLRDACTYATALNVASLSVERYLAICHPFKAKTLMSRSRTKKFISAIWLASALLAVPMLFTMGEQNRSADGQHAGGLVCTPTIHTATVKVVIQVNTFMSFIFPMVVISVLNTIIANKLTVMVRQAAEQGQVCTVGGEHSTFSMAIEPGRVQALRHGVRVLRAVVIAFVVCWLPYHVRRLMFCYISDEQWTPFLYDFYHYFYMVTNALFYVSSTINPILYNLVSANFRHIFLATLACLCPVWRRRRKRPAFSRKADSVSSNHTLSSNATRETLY
LYP inhibition: inhibitors of LYP phosphatase, biochemical, fluorescence intensity, uHTS (AID 1779); recombinant LYP phosphatase, fluorescence intensity; higher % means a stronger effect; inhibition, % at 11.5 µM; hits with a dose series show IC50 in µM; actives 0.054% (n = 290,000); in the data active = inhibition above about 50%;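 note: plate controls were vehicle with enzyme for no effect and no enzyme for full effect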
HIV peptide binding: inhibitors of HIV fusion peptide binding, primary screen, biochemical, uHTS, fluorescence dequenching (AID 1986). cell-free peptide binding, fluorescence dequenching, 30 min; higher % means a stronger effect. actives 0.3% (n = 290,000). one-dose inhibition, % at 20 µM; IC50 in µM for titrated hits; in the data active = inhibition mostly above about 52%, no sharp cut-off; inactive = mostly below about 76%; note: some results filed as inactive read as strong as hits
Salmonella PhoP GFP: inhibitors of PhoP regulon expression, primary screen, Salmonella Typhimurium, GFP reporter (AID 1863) | S. Typhimurium PhoP-regulated promoter GFP reporter, 4 h; higher % means a stronger effect | inhibition, % at 50 µM, or IC50 in µM where a hit was titrated | actives 0.16% (n = 300,000);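 active = inhibition over 29.93%, a cutoff 3 SD above the screen mean, later confirmed by dose response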;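 note: 0% = low Mg2+ inducing control and 100% = high Mg2+ repressing control; strong numbers were not always called active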
Myeloid diff MLP: induction of myeloid progenitor differentiation, primary screen, cell-based, flow cytometry, MLPCN library. ER-HoxA9 myeloid progenitors, lysozyme-GFP differentiation. calls only at 10 µM. actives 1% (n = 360,000). AID 624256, 2012;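 active = normalized GFP-positive differentiation at or above the plate's own cutoff, the solvent-only control mean plus 3 SD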;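 note: cells exposed to compound for four days before flow analysis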
MgcRacGAP inhibition: MgcRacGAP GTPase-activating activity inhibitors, confirmation, biochemical, ADP Hunter fluorescence. Rac GTPase-activating protein 1 (Homo sapiens). MgcRacGAP-stimulated Rac1 GTP hydrolysis, ADP Hunter fluorescence; higher % means a stronger effect; GST-tagged Rac1 F28L mutant substrate. one-dose inhibition, % at 30 µM; IC50 in µM for titrated hits. actives 0.6% (n = 340,000). AID 624330, 2012;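 active = first-screen hits whose inhibition reached a set limit at any dose in the follow-up dose series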;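 note: fluorescence reports GDP produced by GAP-driven GTP hydrolysis; strong numbers were not always called active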
GPR35 antagonists: GPR35 antagonists blocking zaprinast-driven arrestin recruitment, primary screen, imaging, U2OS, beta-arrestin-GFP, zaprinast agonist (AID 2058) | G-protein coupled receptor 35 (Homo sapiens) | one-dose inhibition, % at 10 µM; IC50 in µM for titrated hits | actives 0.052% (n = 290,000) | U2OS GPR35 beta-arrestin-GFP translocation imaging, zaprinast antagonism; higher % means a stronger effect;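 active = inhibition of at least 50% with at least 30 cells and total cytoplasm GFP at most 10,000,000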
GPR55 LPI antagonism: GPR55 antagonists blocking LPI-driven arrestin recruitment, primary screen, imaging, U2OS, beta-arrestin-GFP, LPI agonist (AID 2013). U2OS GPR55 beta-arrestin-GFP translocation imaging, LPI antagonism; higher % means a stronger effect. one-dose inhibition, % at 10 µM; IC50 in µM for titrated hits. actives 0.13% (n = 290,000);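 active = spots per cell inhibited over 60%, with over 100 cells counted and total cytoplasm intensity under 500,000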;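 note: U2OS cells stably carrying GPR55 and arrestin-GFP stimulated by 5 µM LPI near EC80; imaged beta-arrestin-GFP aggregate spots per cell after agonist stimulation; plate controls were LPI-stimulated DMSO wells for no effect and DMSO wells without LPI for full effect; some results filed as inactive read as strong as hits; confirmed hits need IC50 under 10 µM and bright autofluorescent wells are also inconclusive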
NTR1 ag cell count 20 µM: further read-out of NTR1 ag, marked with its call; cell count; measured here: cell count, cytotoxicity flag
Myeloid diff MLP GFP+ MAC1+ %: recorded beside Myeloid diff MLP, whose call it bears; GFP+ MAC1+ double positive, %; measured here: differentiation confirmed by MAC1 staining
* = called active by the depositor.

`O=C(Cn1cnc2c(nnn2Cc2ccc(Cl)cc2)c1=O)N1CCN(c2ccccc2)CC1` gave SIAH1 antagonists 0.1%, NTR1 ag 18.6, LYP inhibition 1.9%, HIV peptide binding -0.3%, Salmonella PhoP GFP -4.9%, Myeloid diff MLP inactive, MgcRacGAP inhibition 7.3%, GPR35 antagonists -13.6%, GPR55 LPI antagonism 3.2%, NTR1 ag cell count 20 µM 52 and Myeloid diff MLP GFP+ MAC1+ % 0.3.
COc1ccc(/C=N/NC(=S)Nc2ccccc2)cc1COc1ccccc1F was read as SIAH1 antagonists 5.9%, NTR1 ag 2.7, LYP inhibition 20.7%, HIV peptide binding 1.6%, Salmonella PhoP GFP -5.9%, GPR35 antagonists 9.5%, GPR55 LPI antagonism 5.8% and NTR1 ag cell count 20 µM 27.
Screening CCNS(=O)(=O)c1ccc(NC(=O)Cn2cc([N+](=O)[O-])cn2)cc1 returned SIAH1 antagonists 7.4%, NTR1 ag 0.2, LYP inhibition -1.3%, HIV peptide binding -2.3%, Salmonella PhoP GFP -1.7%, Myeloid diff MLP inactive, MgcRacGAP inhibition 4.0%, GPR35 antagonists 3.3%, GPR55 LPI antagonism -0.5%, NTR1 ag cell count 20 µM 93 and Myeloid diff MLP GFP+ MAC1+ % 0.5.
For COc1cc(/C=C2/NC(=O)NC2=O)cc(Br)c1OCc1cccc(C(=O)O)c1 the results were SIAH1 antagonists -10.5%, NTR1 ag 0.5, LYP inhibition 4.5%, HIV peptide binding 12.9%, Salmonella PhoP GFP -4.8%, Myeloid diff MLP inactive, MgcRacGAP inhibition 11.4%, GPR35 antagonists -14.3%, GPR55 LPI antagonism 5.2%, NTR1 ag cell count 20 µM 92 and Myeloid diff MLP GFP+ MAC1+ % 0.3.
Cc1cc(C)nc(SCCC(=O)Nc2cccc3ccccc23)n1 was read as SIAH1 antagonists 3.2%, NTR1 ag -1.3, LYP inhibition 3.0%, HIV peptide binding 0.8%, Salmonella PhoP GFP -0.1%, Myeloid diff MLP inactive, MgcRacGAP inhibition 7.1%, GPR35 antagonists 6.7%, GPR55 LPI antagonism 3.2%, NTR1 ag cell count 20 µM 39 and Myeloid diff MLP GFP+ MAC1+ % 1.8.
Screening Cc1nc(C)c(-c2ccn(C(=O)NC(C)C)n2)s1 returned SIAH1 antagonists 0.3%, NTR1 ag -1.0, LYP inhibition -5.8%, HIV peptide binding 0.2%, Salmonella PhoP GFP 3.9%, Myeloid diff MLP inactive, MgcRacGAP inhibition 4.7%, GPR35 antagonists 0.6%, GPR55 LPI antagonism 10.6%, NTR1 ag cell count 20 µM 50 and Myeloid diff MLP GFP+ MAC1+ % 1.1.
`CCC(C)n1c(SCC(=O)Nc2ccc3[nH]c(=O)[nH]c3c2)nc2ccccc2c1=O` (centres undefined) gave NTR1 ag 2.4, Salmonella PhoP GFP 8.0%, Myeloid diff MLP inactive, MgcRacGAP inhibition 13.4%, NTR1 ag cell count 20 µM 48 and Myeloid diff MLP GFP+ MAC1+ % 0.8.
For COCCNC(=O)C(c1ccc(Cl)cc1)N(C(=O)CCC(=O)Nc1ccccn1)C1CCCC1 (centres undefined) the results were SIAH1 antagonists 4.9%, NTR1 ag -0.4, LYP inhibition -10.9%, HIV peptide binding 0.2%, Salmonella PhoP GFP 3.8%, Myeloid diff MLP inactive, MgcRacGAP inhibition -0.3%, GPR35 antagonists 12.4%, GPR55 LPI antagonism -4.8%, NTR1 ag cell count 20 µM 59 and Myeloid diff MLP GFP+ MAC1+ % 1.1.
Screening COc1ccc(Br)cc1CNC(=O)Cc1cccs1 returned SIAH1 antagonists 3.3%, NTR1 ag -0.1, LYP inhibition -6.9%, HIV peptide binding 1.0%, Salmonella PhoP GFP 5.6%, Myeloid diff MLP inactive, GPR35 antagonists 1.5%, GPR55 LPI antagonism -0.6%, NTR1 ag cell count 20 µM 99 and Myeloid diff MLP GFP+ MAC1+ % 0.8.
`Cc1cccc2nc(CSC(=N)N)c(Br)n12` gave SIAH1 antagonists 7.6%, NTR1 ag 2.8, LYP inhibition -4.0%, HIV peptide binding 1.3%, Salmonella PhoP GFP -16.3%, Myeloid diff MLP inactive, MgcRacGAP inhibition 7.0%, GPR35 antagonists -0.3%, GPR55 LPI antagonism 4.1%, NTR1 ag cell count 20 µM 68 and Myeloid diff MLP GFP+ MAC1+ % 0.4.
`CC(=O)N(C)c1ccc(N=Nc2c(C)[nH]n(-c3ccccc3)c2=O)cc1` gave SIAH1 antagonists -3.4%, NTR1 ag 3.3, LYP inhibition -7.9%, HIV peptide binding -4.8%, Salmonella PhoP GFP -0.3%, Myeloid diff MLP inactive, MgcRacGAP inhibition -2.0%, GPR35 antagonists -8.6%, GPR55 LPI antagonism -0.1%, NTR1 ag cell count 20 µM 60 and Myeloid diff MLP GFP+ MAC1+ % 0.1.
For CCCCn1c(N)c(N(CCC(C)C)C(=O)c2cc(CC)c(C)s2)c(=O)[nH]c1=O the results were NTR1 ag 1.1, Salmonella PhoP GFP 4.9%, Myeloid diff MLP inactive, MgcRacGAP inhibition 8.8%, NTR1 ag cell count 20 µM 77 and Myeloid diff MLP GFP+ MAC1+ % 1.5.
Screening CCn1c(SCc2cccc(F)c2)nc2c(c1=O)SCC2 returned SIAH1 antagonists 5.8%, NTR1 ag 4.1, LYP inhibition -1.8%, HIV peptide binding -0.4%, Salmonella PhoP GFP -6.1%, Myeloid diff MLP inactive, MgcRacGAP inhibition 3.5%, GPR35 antagonists 4.9%, GPR55 LPI antagonism -0.9%, NTR1 ag cell count 20 µM 51 and Myeloid diff MLP GFP+ MAC1+ % 0.8.
Clc1cccc(Sc2ccc(-c3ccccn3)s2)c1 was read as SIAH1 antagonists 5.4%, NTR1 ag 0.9, LYP inhibition -4.1%, HIV peptide binding 1.2%, Salmonella PhoP GFP -3.3%, Myeloid diff MLP inactive, MgcRacGAP inhibition 9.3%, GPR35 antagonists -7.0%, GPR55 LPI antagonism 9.7%, NTR1 ag cell count 20 µM 46 and Myeloid diff MLP GFP+ MAC1+ % 0.7.
`CCOc1ccccc1NC(=O)CCCc1nc2ccccc2c(=O)[nH]1` gave SIAH1 antagonists -0.6%, NTR1 ag -2.4, LYP inhibition -6.5%, HIV peptide binding -1.2%, Salmonella PhoP GFP 3.1%, Myeloid diff MLP inactive, MgcRacGAP inhibition -0.8%, GPR35 antagonists -11.1%, GPR55 LPI antagonism 8.4%, NTR1 ag cell count 20 µM 37 and Myeloid diff MLP GFP+ MAC1+ % 4.5.
Screening COC(=O)c1ccc(=O)n(CC(=O)c2ccc(Cl)cc2)c1 returned SIAH1 antagonists -2.4%, NTR1 ag -0.3, LYP inhibition -3.1%, HIV peptide binding 0.3%, Salmonella PhoP GFP -8.8%, Myeloid diff MLP inactive, MgcRacGAP inhibition 2.3%, GPR35 antagonists -4.5%, GPR55 LPI antagonism 1.6%, NTR1 ag cell count 20 µM 46 and Myeloid diff MLP GFP+ MAC1+ % 0.1.
`CCOC(=O)c1c(C)[nH]c(C)c1S(=O)(=O)N(C)CC(=O)NCc1ccc(C)cc1` gave SIAH1 antagonists -0.1%, NTR1 ag -0.9, LYP inhibition -7.9%, HIV peptide binding -0.9%, Salmonella PhoP GFP -6.7%, Myeloid diff MLP inactive, MgcRacGAP inhibition 4.8%, GPR35 antagonists -0.4%, GPR55 LPI antagonism 8.8%, NTR1 ag cell count 20 µM 52 and Myeloid diff MLP GFP+ MAC1+ % 3.3.
For Cc1ccccc1NNC(N)=S the results were SIAH1 antagonists 4.0%, NTR1 ag -0.5, LYP inhibition -7.1%, HIV peptide binding 1.0%, Salmonella PhoP GFP 7.2%, Myeloid diff MLP inactive, MgcRacGAP inhibition 2.1%, GPR35 antagonists 9.8%, GPR55 LPI antagonism 3.5%, NTR1 ag cell count 20 µM 51 and Myeloid diff MLP GFP+ MAC1+ % 0.7.
Screening Cc1nn(CC(=O)Nc2cccc(S(N)(=O)=O)c2)c(C)c1[N+](=O)[O-] returned SIAH1 antagonists -7.0%, NTR1 ag -1.8, LYP inhibition -4.3%, HIV peptide binding -0.8%, Salmonella PhoP GFP 13.3%, Myeloid diff MLP inactive, MgcRacGAP inhibition -2.4%, GPR35 antagonists -0.4%, GPR55 LPI antagonism 5.7%, NTR1 ag cell count 20 µM 80 and Myeloid diff MLP GFP+ MAC1+ % 0.3.
For COc1ccc2[nH]c(=O)c(CN(Cc3nnnn3Cc3ccco3)C3CCCCC3)cc2c1 the results were SIAH1 antagonists 0.4%, NTR1 ag -0.8, LYP inhibition -5.2%, HIV peptide binding -1.4%, Salmonella PhoP GFP -6.5%, Myeloid diff MLP inactive, MgcRacGAP inhibition 19.0%, GPR35 antagonists 24.0%, GPR55 LPI antagonism 12.1%, NTR1 ag cell count 20 µM 58 and Myeloid diff MLP GFP+ MAC1+ % 1.0.
Screening Cn1c(SCC(=O)N/N=C/C=C\c2ccco2)nc2ccccc21 returned SIAH1 antagonists 17.5%, NTR1 ag -4.8, LYP inhibition 3.0%, HIV peptide binding -1.8%, Salmonella PhoP GFP -9.3%, Myeloid diff MLP inactive, MgcRacGAP inhibition 31.8%, GPR35 antagonists 31.9%, GPR55 LPI antagonism 27.9%, NTR1 ag cell count 20 µM 89 and Myeloid diff MLP GFP+ MAC1+ % 0.5.
Screening Cc1nn(CC(=O)NCc2ccccc2F)c(C)c1[N+](=O)[O-] returned SIAH1 antagonists 6.8%, NTR1 ag 1.3, LYP inhibition -8.7%, HIV peptide binding 0.4%, Salmonella PhoP GFP 3.9%, Myeloid diff MLP inactive, MgcRacGAP inhibition 0.8%, GPR35 antagonists 4.1%, GPR55 LPI antagonism -1.7%, NTR1 ag cell count 20 µM 73 and Myeloid diff MLP GFP+ MAC1+ % 0.2.

Screening results as filed in PubChem.
